BRCA1 expr act – increases BRCA1 expression; MCF7-BRCA1-FFLuc reporter, luminescence, 48 h; response scale: scaled: vehicle 0%, 10 µM genistein 100%; Potency, µM (top dose mostly 46.1 µM), for the others: at the top dose activation, hits mostly activators; AID 624202; 380,000 compounds, 1.1% hits; also: potency is read from the fitted curve at half-maximal effect; nearly all actives have a fitted effect of over 80% in size; some results filed as inactive show a strong effect at the top dose
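MCF7-BRCA1-FFLuc cells, 2000/well in phenol-red-free MEM, attached 2 h then treated 48 h at 37 C. Luciferase luminescence read 15 min after reagent; normalized to genistein maximum activation (10microM) and DMSO, concentration-response fitted.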
Integrin act MD – activators of alpha7 integrin expression for muscular dystrophy; alpha7betagal myoblasts, beta-gal FDG fluorescence, 48 h; Potency, µM (doses to about 38.3 µM), inactives show at the highest dose activation, most hits filed as activators; 350,000 compounds, 0.064% hits; AID 624291;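 also: potency is read from the fitted curve at half-maximal effect; 100% = response of the positive control SU9516; nearly all actives have a fitted effect of over 60% in size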
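Alpha7betagal+/- myoblasts (passage 13) were plated 16-24 hr, then exposed to compounds (1:260 dilution of DMSO stock) for 48 hours at 37C. After MPER lysis, β-galactosidase reporter activity was read as FDG fluorescence (ex 480/em 540) after 30 minutes.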
B2AR arrestin – recruits beta-arrestin to the human beta2-adrenergic receptor. P07550. beta-arrestin recruitment to beta2AR, cell-based reporter. Potency, µM (top dose mostly 46.1 µM), inactives show at the highest dose activation, most hits filed as activators. 330,000 compounds, 0.02% hits. AID 492947;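 also: potency is read from the fitted curve at half-maximal effect; 0% = DMSO controls and full agonism = EC100 isoproterenol or metaproterenol; nearly all actives have a fitted effect of over 65% in size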
Target sequence (P07550 whole entry, looked up): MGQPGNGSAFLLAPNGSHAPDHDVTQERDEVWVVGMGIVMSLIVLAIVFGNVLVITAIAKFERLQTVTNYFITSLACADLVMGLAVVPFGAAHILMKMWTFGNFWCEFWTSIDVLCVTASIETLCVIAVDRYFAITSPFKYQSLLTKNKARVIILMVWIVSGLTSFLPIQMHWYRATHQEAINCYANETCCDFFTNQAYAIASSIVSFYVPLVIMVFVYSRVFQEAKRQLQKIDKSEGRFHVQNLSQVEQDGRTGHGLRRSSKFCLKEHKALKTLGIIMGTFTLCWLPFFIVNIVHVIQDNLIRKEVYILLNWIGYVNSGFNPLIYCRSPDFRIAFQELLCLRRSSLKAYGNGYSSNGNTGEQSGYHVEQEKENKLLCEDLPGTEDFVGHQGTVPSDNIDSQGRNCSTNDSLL
TRPV1 ag – activates the human vanilloid receptor TRPV1; Q8NER1; TRPV1-expressing cells, Fluo-8 calcium influx, agonist mode; activation, % at 8.33 µM; 320,000 compounds, 0.19% hits; AID 540275; in the data active = activation above about 80%; inconclusive = between about 30% and that limit; also: 0% is about no effect
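TRPV1-expressing cells were cultured overnight at 35.5C and loaded with Fluo-8 calcium dye for 40 to 90 min at room temperature. After a 10 s baseline, compound was added and calcium influx was read kinetically for 3 min (ex 480/em 520 nm).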
CXXC DNA block – MLL CXXC-DNA interaction inhibition; Q03164; MLL-CXXC / FITC-HOXA9 DNA fluorescence polarization; Potency, µM (titrated, usually from 115 µM), for the others: at the highest dose activity change, negative = inhibition, usual class: inhibitors; 290,000 compounds, 0.037% hits; active = well fitted inhibition curve with a large enough effect in the polarisation, with a control signal flat, not every such curve was filed as active; inconclusive = small, poorly fitted or top-dose-only effect, or effect the other way, or a change in a side signal; inactive = no such curve, though single readings can be large or run the other way; the % refers to the polarisation; also: potency is read from the fitted curve at half-maximal effect
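Fluorescence polarization: 7 uM MLL-CXXC (stock) preincubated 5 min with compounds, then 50 nM fluorescein-HOX-A9 DNA (stock) added; 30 min ambient. Buffer 50 mM Tris-HCl pH 7.5, 50 mM NaCl, 1 mM DTT, 0.05% BSA.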
TCR act – activators of T cell receptors; primary human leukocytes, anti-CD3, IL-2 HTRF, 48 h; Potency, µM (titrated, usually from 9.22 µM), inactives show top-dose activation of IL-2 secretion, most hits filed as activators; 330,000 tested, under 10 active; AID 504894; also: % of control where 0% means no effect
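HTRF read-out of IL-2 secretion: europium cryptate donor excited at 320nm, d2 acceptor emission at 665nm. Cells were primary human leukocytes incubated 48 hr with compounds and a-CD3 beads, supplying TCR signal only.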
AT treatment – potential ataxia-telangiectasia treatments restoring KAP-1 phosphorylation. 320,000 compounds, 0.19% hits. Potency, µM (doses to about 57.5 µM), without a hit: at the highest dose activation, hits mostly activators. […] A-T fibroblasts, KAP-1 phosphorylation AlphaLISA; neocarzinostatin DNA damage 30 min before lysis; also: potency is read from the fitted curve at half-maximal effect; % of control where 0% means no effect; nearly all actives have a fitted effect of over 45% in size
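ATM-like activity read as KAP-1 phosphorylation via AlphaLISA donor/acceptor antibody pairs after lysis and 6 hr at 25C. Cells were ATM-null patient fibroblasts ([…], hTERT), dosed 60 min, then exposed to the DSB inducer NCS for 30 min.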
p53 reactivator – mutant p53 re-activation in reporter cells; 320,000 compounds, 0.063% hits; AID 504706; H1299 p53-A138V BP100-luciferase reporter, luminescence, 24 h; Potency, µM (highest dose often 92.2 µM), for inactives: at the highest dose activity change, positive = activation, most hits filed as activators; also: potency is read from the fitted curve at half-maximal effect; % of control where 0% means no effect; nearly all actives have a fitted effect of over 45% in size
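p53-null H1299 cells stably carrying temperature-sensitive p53-A138V and a BP100-luciferase reporter were pinned with compounds (4-point, 1:5 series) and held 24 hrs at 37 deg C. Luminescence was read 10 min after detection reagent.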
TSG101-PTAP inh – blocks PTAP/TSG101 interaction to inhibit HIV-1 budding; AID 493005; Q99816; Potency, µM (top dose mostly 115 µM), for the others: at the top dose activity change, negative = inhibition, hits mostly inhibitors; Fluorescence polarization, FITC-PTAP peptide / Tsg101 binding; 340,000 tested, under 10 active; active = well fitted inhibition curve with a large enough effect in the main read-out, with a control signal flat, not every such curve was filed as active; inconclusive = small, poorly fitted or top-dose-only effect, or effect the other way, or a change in a side signal; inactive = no such curve, though single readings can be large or run the other way; also: potency is read from the fitted curve at half-maximal effect; % of control where 0% means no effect
Target sequence (Q99816 whole entry, looked up): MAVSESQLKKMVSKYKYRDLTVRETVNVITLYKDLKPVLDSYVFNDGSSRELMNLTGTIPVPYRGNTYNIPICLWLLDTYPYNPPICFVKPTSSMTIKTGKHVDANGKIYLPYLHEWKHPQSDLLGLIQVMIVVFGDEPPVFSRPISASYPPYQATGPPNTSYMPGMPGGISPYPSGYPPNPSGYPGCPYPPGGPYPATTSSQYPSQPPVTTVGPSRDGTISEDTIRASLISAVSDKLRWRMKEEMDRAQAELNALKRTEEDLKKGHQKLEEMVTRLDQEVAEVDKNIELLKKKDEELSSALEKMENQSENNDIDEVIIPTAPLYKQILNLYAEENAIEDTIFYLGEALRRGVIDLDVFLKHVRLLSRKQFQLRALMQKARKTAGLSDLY
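Fluorescence polarization binding of Tsg101 binding domain (10 uM final) to FITC-labeled PTAP peptide (50 nM final) in HEPES pH 7.5 buffer with NaCl, Tween 20, EDTA, TCEP. Compounds added before peptide; binding 20 min at RT.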
ELG1 repair inh – blocks ELG1-dependent DNA repair in HEK293T cells | HEK293T ELG1-luciferase reporter, luminescence, 16 h; DNA damage induced by 5-fluorouridine | AID 504467 | 330,000 compounds, 2.3% hits | Potency, µM (top dose mostly 46.1 µM), for inactives: at the top dose activity change, negative = inhibition, usual class: inhibitors; also: potency is read from the fitted curve at half-maximal effect; % is scaled to controls: 0 for no effect and ±100 for the full control effect; nearly all actives have a fitted effect of over 55% in size
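Step one: seed 2,000 cells per well. Step two: pin-transfer compound or DMSO alongside 5-fluorouridine. Step three: incubate 16 hr, 37 °C, 5% CO2. Step four: add ONE-Glo, wait 30 min, read luminescence.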
The depositor's hits bear a star; ? = inconclusive; · = no result given; [ ] = dose if it differs, or a comment. Unless noted, calls follow the shape of the dose curve; as a rule, active = well fitted curve in the direction sought with a large enough effect; inconclusive = small, poorly fitted or top-dose-only effect, or another doubt; inactive = no such curve, though single readings can be large; an effect the other way counts as inactive or inconclusive.

SMILES	BRCA1 expr act	Integrin act MD	B2AR arrestin	TRPV1 ag	CXXC DNA block	TCR act	AT treatment	p53 reactivator	TSG101-PTAP inh	ELG1 repair inh
O=C(COC(=O)c1ccc(Cl)cc1[N+](=O)[O-])NNC(=O)c1cccs1	30%	24%	0.0%	1	·	·	-3%	10%	0%	?
O=C(Nc1ccc(Cl)cc1)c1nc[nH]c1C(=O)NCCCCNC(=O)c1[nH]cnc1C(=O)Nc1ccc(Cl)cc1	3%	-35%	0.1%	·	·	9%	-2%	0%	-1%	2.9µM*
COC1=C(Br)C(=O)c2ncccc2C1=O	-98%	-48%[inhibitor]	·	·	·	1%	·	·	-2%	·
CC(C)(CNC(=O)c1cccs1)CNC(=O)c1cccs1	11%	16%	0.3%	5	11%	0%	-1%	-3%	0%	0%
CCOC(=O)c1ccc(NC(=O)CCc2nc(-c3ccccc3Cl)no2)cc1	-44%	-48%[inhibitor]	-0.4%	4	18%	·	6%	-3%	-1%	-5%
COc1ccc(CCN2C(=O)CC(Nc3ccc(N4CCOCC4)cc3)C2=O)cc1OC (stereo not given)	-32%	-4%	·	3	-2%	3%	·	·	-1%	·
CCNS(=O)(=O)c1ccc(-c2ccc(-n3cnnn3)cc2)cc1	-8%	-10%	-0.3%	-5	3%	2%	0%	4%	-3%	?
COC(=O)c1ccc(NC(=O)Nc2ccc(OC)c(OC)c2)cc1	6%	21%	0.0%	21	40%[activator]	-1%	2%	-6%	0%	-1%
O=C(Cc1ccccc1)N1CCN(S(=O)(=O)c2ccc([N+](=O)[O-])cc2)CC1	0%	-12%	-1.9%	4	?	0%	5%	3%	-6%	17%
O=C(c1ccc(Cl)cc1)c1cnc(Nc2ccccc2Cl)s1	?	?	0.2%	28	26%	-13%	-8%	9%	-5%	?
S=C(NCc1ccco1)N1CCN(c2nc(-c3ccc(Cl)cc3)cs2)CC1	-38%	?	-1.1%	10	11%	4%	3%	-1%	0%	?
Cc1nnc(SC(C)C(=O)Nc2c(C)n(C)n(-c3ccccc3)c2=O)n1N (stereo not given)	7%	-14%	-0.3%	-2	14%	10%	1%	-3%	-1%	-5%
O=C(O)c1ccccc1NS(=O)(=O)c1cccc(C(F)(F)F)c1	2%	24%	0.2%	-2	8%	5%	1%	-7%	-1%	2%
C/C(=N\NC(=O)c1nn(C)c(C)c1Br)c1ccc(NC(=O)C2CCCC2)cc1	5µM*	-2%	-0.1%	14	14%	-1%	6%	23%	-2%	?
NC(=NCCc1c[nH]c2ccccc12)NS(=O)(=O)c1ccc(F)cc1	-19%	1%	-0.5%	1	2%	-2%[46.1 µM]	6%	1%	-3%	-8%
O=C(Cn1cncn1)N/N=C/c1cccc(Cl)c1	4%	?	-0.5%	-1	-5%	0%	18%	-2%	-6%	10%
COc1cc(NC(=O)c2cc(-c3ccc4c(c3)OCO4)on2)cc(OC)c1OC	4%	-35%	-0.2%	2	3%	-2%	-2%	1%	-1%	-4%
Cc1ccc(C)c(NC(=S)NCCCN2CCOCC2)c1	-23%	-44%	-0.6%	-3	-1%	1%	-1%	1%	-4%	3%
O=C(Nc1cccc(-c2csc(-c3ccccc3)n2)c1)c1cccs1	2%	-43%	0.2%	?	16%	-5%	0%	4%	-5%	0%
COc1ccc(C(=O)N2CC3(C)CC2CC(C)(C)C3)cc1OC (stereo not given)	-11%	-22%	-0.8%	-1	-2%	-3%[46.1 µM]	-2%	1%	-7%	1%
Cc1ccc(C)c(OCC(=O)O/N=C(\N)c2ccccn2)c1	?	1%	-0.1%	3	-15%	-1%	-2%	?	-6%	?
O=C(/C=N/O)NCc1cccnc1	-1%	-23%	-0.4%	8	12%	-11%	0%	?	-5%	5%
CCNC(=O)CN(CCc1ccccc1)S(C)(=O)=O	0%	-20%	-0.2%	1	4%	1%	3%	4%	-4%	16%
CC(C)CCN1CCN(Cc2ccc(C#CCCO)cc2)CC1CCO (stereo not given)	-29%	0%	-0.7%	0	0%	-3%	-4%	-1%	1%	5%
C#CCOCCOCCOCCNc1nc(N2CCN(C(=O)CCCCCCCCCCNC(=O)Cn3cc(CCCCCN)nn3)CC2)nc(N2CCN(C(=O)CCCCCCCCCCNC(=O)Cn3cc(CCCCCN)nn3)CC2)n1	-8%	0%	0.0%	9	·	1%	-8%	-1%	-1%	27%

Following part.
SMILES	BRCA1 expr act	Integrin act MD	B2AR arrestin	TRPV1 ag	CXXC DNA block	TCR act	AT treatment	p53 reactivator	TSG101-PTAP inh	ELG1 repair inh
CC(OC(=O)CC1Sc2ccccc2NC1=O)C(=O)N(C)Cc1ccccc1 (stereo not given)	-26%	3%	·	·	·	0%	·	·	-5%	·
CC(C)CCN(C(=O)c1cn2ccccc2n1)c1c(N)n(Cc2ccccc2)c(=O)[nH]c1=O	-1%	-2%	-0.8%	1	·	7%	0%	13%	-1%	20%
CC(NS(=O)(=O)c1ccc(CCC(=O)NCc2cccnc2)cc1)c1ccccc1 (stereo not given)	5%	27%	0.0%	11	7%	8%	·	-1%	0%	-13%
O=c1[nH]c(C2CCN(S(=O)(=O)c3ccc(C(F)(F)F)cc3)CC2)nc2c1nnn2Cc1cccc(F)c1	-56%	-18%	0.1%	2	10%	11%	-7%	4%	2%	?
COC(=O)CC1(C(=O)OC)Oc2ccc(Br)cc2C(=O)N1c1cc(Cl)c(Cl)cc1Cl (stereo not given)	-63%	-30%	-0.2%	13	28%	3%	-4%	0%	-2%	16µM*
O=C(/C=C/c1ccc(S(=O)(=O)N2CCOCC2)cc1)NCCCn1ccnc1	5%	0%	0.1%	-3	3%	-11%	2%	1%	-4%	21%
Cc1cc(C(=O)Nc2cccc3ncccc23)no1	-28%	7%	-0.6%	1	-3%	4%	-1%	6%	-6%	-28%
O=C(C(=O)N1CCc2ccccc2C1)c1c[nH]c2ccccc12	42%	10%	0.3%	3	9%	-11%	1%	-3%	-7%	6%
CC(=O)c1ccc(NC(=O)c2ccccc2-c2ccccc2C(=O)O)cc1	-15%	-2%	0.2%	3	-6%	0%	21%	-1%	-1%	10%
COc1ccc2nc(Nc3sc4c(c3C(N)=O)CCCC4)sc2c1	19%	-4%	0.1%	-2	24%	1%[46.1 µM]	-2%	?	-1%	?
CCCCOc1ccc(C(=O)N/N=C/c2ccc(OCCN3CCCCC3)c(OC)c2)cc1	-91%[inhibitor]	-66%[inhibitor]	-0.5%	-3	10%	-1%[46.1 µM]	6%	-6%	0%	2%
COc1ccc(N(CC(=O)Nc2ccc(F)c(F)c2)S(=O)(=O)c2c(C)n[nH]c2C)cc1	1%	16%	-0.1%	-3	-3%	3%	4%	-3%	4%	-4%
CCN(CC)S(=O)(=O)c1ccc2c(c1)nc(CCC(=O)Nc1cccc(C(F)(F)F)c1)n2CC	-50%	-21%	-0.2%	1	-7%	3%	-5%	?	1%	-24%
C#CCNC(=O)C1=C[C@H](c2ccc(Br)cc2)C[C@H](OCCCCO)O1	-9%	6%	-0.5%	2	-11%	-5%	-9%	-2%	·	3%
Cc1cc(SCC(=O)N/N=C/c2cccnc2)nc2c(C)cccc12	-11%	23%	0.1%	3	8%	-11%	17%	0%	1%	-13%
Cc1ccn(CCC(=O)N2CCc3ccccc32)n1	36%	7%	0.3%	-2	-1%	0%	-1%	15%	-7%	?
Cc1cc(S(=O)(=O)Nc2ccc(C(=O)NCC(c3ccccc3)N(C)C)cc2)ccc1F (stereo not given)	-42%	24%	0.5%	-4	6%	5%	11%	?	-1%	-1%
CC(C)CC(=O)N1CCC(O)(CS(=O)(=O)Cc2ccccc2)CC1	8%	15%	-0.9%	·	-3%	-2%	-5%	-5%	-2%	8%
COc1cc(/C=N/NC(N)=O)ccc1OCC(=O)N1C(C)CCCC1C (stereo not given)	0%	-14%	0.0%	-4	-3%	-2%	0%	-2%	0%	?
COc1ccccc1N1CCN(C(=O)c2ccc(CS(=O)(=O)c3ccccc3OC)o2)CC1	-34%	20%	0.6%	-1	0%	-2%	12%	-21%	-9%	?
NS(=O)(=O)c1ccc(NC(=O)COC(=O)CSc2n[nH]c(-c3ccccc3)n2)cc1	30%	-15%	-0.4%	-3	7%	2%	4%	-3%	-4%	0%
CS(=O)(=O)N1CCN(C(=O)C(Sc2ccccc2)c2ccccc2)CC1 (stereo not given)	-12%	-4%	0.1%	?	3%	0%	4%	-1%	-3%	8%
COc1cccc(C(=O)NCc2nnc(SCC(=O)Nc3nccs3)n2-c2cccc(C)c2)c1	-14%	-12%	0.0%	-2	2%	3%[46.1 µM]	1%	-3%	-4%	-9%
Cc1ccc(NC(=O)c2cc(C)on2)cc1	5µM*	7%[7.66 µM]	0.2%	?	-8%	-8%	4%	?	-10%	?

Screening results (PubChem BioAssay)
